High-throughput results deposited in PubChem by several laboratories.
Peg3 promoter: reduces Peg3 promoter-driven luciferase expression in HeLa; inhibition, % at 20 µM; HeLa PEG-Prom luciferase reporter, luminescence, overnight; 360,000 compounds, 1.7% hits; AID 588405;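 active = inhibition of at least 50% at 20 µM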
TRAIL sens C8: sensitizes caspase-8 expressing cells to TRAIL; inhibition (viability loss, TRAIL sensitization), % at 10 µM; 360,000 compounds, 1% hits; NB7+C8 cells + TRAIL, ATPlite viability luminescence; AID 624354;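 active = compounds causing at least 50% loss of cell viability in the single-dose screen, relative to plate controls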
Shn3 3UTR inh: inhibitors of Schnurri-3 3'UTR reporter in osteoblasts; inhibition, % at 12.5 µM; Clone20 osteoblast Shn3 3'UTR firefly luciferase, 24 h; 360,000 compounds, 0.52% hits;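 active = mean inhibition of at least 75% with every replicate also reaching 75%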;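 note: 0% = median of neutral control wells and 100% = pilot-screen positive control compound; some compounds past the cut are filed as inactive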
TRPM1 prom inh: reduces MITF-dependent TRPM1 promoter luciferase signal | SK-MEL-5 TRPM1 promoter luciferase, 24 h | inhibition, % at 12.5 µM | 330,000 compounds, 0.83% hits;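 active = mean inhibition across replicates of 60% or more, whatever share of single replicates reaches that level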; note: values of inactives mirror those of a sister screen read the other way
KKLEB tox: counter-screen for CF NF-kB inhibitors: cytotoxicity; KKLEB CF airway cells viability, ATPlite luminescence, overnight; hits give low values; cells stimulated with P. aeruginosa culture filtrate; activity change (cytotoxicity), % at 5 µM; 360,000 compounds, 0.36% hits; AID 602141;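 active = corrected activity change at or below -50% at 5 µM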
HIF-2a block: HIF-2a inhibition | 786-0 RCC cells HIF-2a reporter, luciferase luminescence, overnight | inhibition, % at 18.8 µM | 360,000 compounds, 0.72% hits | AID 624352;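 active = inhibition of the luminescence signal of 40% or more relative to plate controls, in a single-dose primary screen at 18.75 µM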
NR2E3 ag-1: NR2E3 (human) agonism; GST-NR2E3/biotin-RetCOR TR-FRET, 1536-well; inhibition of corepressor binding, % at 4.78 µM; AID 2300; 320,000 compounds, 0.12% hits;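 active = percent inhibition above the cutoff of mean plus 3 SD of all tested compounds, set per screening campaign, cut at about 20% in these data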;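 note: 0% = DMSO wells and 100% = biotin wells as full block of FRET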
Target sequence (Q9Y5X4 whole entry, looked up): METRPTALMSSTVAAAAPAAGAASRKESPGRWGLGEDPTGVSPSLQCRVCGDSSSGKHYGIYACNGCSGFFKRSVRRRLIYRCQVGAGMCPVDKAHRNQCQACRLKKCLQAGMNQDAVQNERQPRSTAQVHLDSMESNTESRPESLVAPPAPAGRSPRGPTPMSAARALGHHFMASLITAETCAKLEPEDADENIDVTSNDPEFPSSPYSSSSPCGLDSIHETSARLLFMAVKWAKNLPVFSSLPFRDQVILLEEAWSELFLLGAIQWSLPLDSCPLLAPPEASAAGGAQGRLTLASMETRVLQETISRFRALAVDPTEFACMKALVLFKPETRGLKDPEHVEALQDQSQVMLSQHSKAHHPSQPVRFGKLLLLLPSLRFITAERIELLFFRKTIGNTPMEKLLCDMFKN
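system = GST-tagged NR2E3 plus biotinylated RetCOR corepressor | input = 1.35 nM GST-NR2E3 | also added = 7 nM biotin-RetCOR | schedule = 5 h incubation at 4 °C | measured by = TR-FRET with europium anti-GST and streptavidin-D2, 340 nm excitation | read-out = percent loss of FRET ratio relative to control wells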
iPSC survival up: enhancers of human iPSC single-cell survival. survival enhancement, % at 20 µM. AID 602274. 360,000 compounds, 0.044% hits. hiPSC single-cell survival, ATPlite luminescence; 100% = ROCK inhibitor wells, 0% = DMSO; in the data active = survival enhancement above about 18%;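 note: cells exposed to compounds for 16 hours before the ATP read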
NR2E3 ag-2: human photoreceptor-specific nuclear receptor agonism; CHO-S Gal4-NCOR/VP16-NR2E3 two-hybrid, luciferase; 360,000 compounds, 0.35% hits; inhibition of corepressor binding, % at 3.98 µM; AID 602229; Q9Y5X4;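 active = inhibition above the mean of all tested compounds plus 3 SD, cut at about 70% in these data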;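 note: 0% = DMSO with NR2E3 transfected cells and 100% = cells lacking NR2E3 construct; higher means lower luciferase signal from less NR2E3 corepressor binding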
LMP1 NFkB inh: inhibitors of Epstein-Barr LMP1-induced NF-kappaB reporter; inhibition, % at 12.5 µM; LMP1-induced NF-kappaB luciferase reporter cells, luminescence; 350,000 compounds, 0.69% hits; in the data active = inhibition above about 41%;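 note: 0% = neutral control wells and 100% = reference inhibitor control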
CF NFkB block: blocks PAF-induced NF-kB reporter in cystic fibrosis cells | KKLEB NF-kB-GFP reporter, GFP fluorescence overnight | inhibition, % at 5 µM | 360,000 compounds, 0.86% hits;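 active = at least 50% inhibition at 5 µM, scaled per plate between neutral and stimulator controls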;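 note: PAF is a Pseudomonas aeruginosa culture filtrate used as stimulus; plate controls were PAF-stimulated DMSO wells for no effect and unstimulated DMSO wells for full effect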
* hit, by the source's call; . = not tested or not shown. This is a subset, so the mix of outcomes need not match the whole.

SMILES	Peg3 promoter	TRAIL sens C8	Shn3 3UTR inh	TRPM1 prom inh	KKLEB tox	HIF-2a block	NR2E3 ag-1	iPSC survival up	NR2E3 ag-2	LMP1 NFkB inh	CF NFkB block
CC(C)(C)OC(=O)N1CCCC1C(=O)NCCc1ccccc1 (stereo unspecified)	8.9	5.6	-7.2	-12.8	11.8	-2.4	2.5	-0.7	21.7	-5.3	-6.1
CC(C)c1ccc(/C=C/C(=O)NC2CCCCC2)cc1	-115.1	12.8	-25.9	-17.3	7.0	-90.4	2.2	-0.3	-54.0	-38.6	-2.5
O=C(C1=NNCC1c1ccc(Cl)cc1)C1CO1 (stereo unspecified)	44.9	-4.1	-14.2	10.3	-0.2	9.5	.	-2.4	2.9	-16.2	-9.9
S=c1[nH]cnc2scc(-c3ccc(Cl)cc3)c12	21.8	-1.1	1.5	.	11.4	22.9	0.3	-0.8	58.4	.	-2.4
CCOC(=O)c1cn(CC)c2c(ccc3ccccc32)c1=O	-187.7	21.6	-53.2	-47.8	-3.8	-208.0	3.1	-0.7	-39.4	-34.2	7.3
OC[C@@H]1CN(Cc2ccco2)C[C@H](n2cnc3c(Nc4ccccc4)ncnc32)O1	-16.1	-2.5	-17.6	.	-5.6	-14.7	.	0.2	-18.9	.	14.1
CC(NC(=O)CNC(=O)c1ccco1)c1ccccc1 (stereo unspecified)	1.2	27.7	-4.4	-2.5	-0.3	6.4	3.9	0.0	-5.8	2.0	-1.1
COc1ccc(NC(=O)C[C@H]2C(=O)N(c3ccc(OC)cc3)C[C@@H]2C)cc1	-0.8	-17.9	-7.3	.	5.5	2.0	.	-0.6	-18.1	0.2	5.4
CCCC#Cc1ccc2c(c1)O[C@@H](CN(C)Cc1ccc3c(c1)OCO3)[C@H](C)CN([C@@H](C)CO)S2(=O)=O	62.5*	18.9	20.4	.	-21.9	15.2	.	-2.4	-8.5	8.7	32.4
C=CCOc1ccc(/C=C/C(=O)OCC(=O)N(C)C2CCS(=O)(=O)C2)cc1 (stereo unspecified)	-14.3	9.9	2.4	-5.4	-9.3	-21.6	0.4	0.2	-4.8	-1.1	8.6
CN(c1ncc(C(F)(F)F)cc1Cl)N1C(=O)c2cccc(N)c2C1=O	7.8	-0.3	-4.6	14.6	-5.3	14.6	1.8	-0.8	8.6	1.7	4.5
Cc1cc(C(=O)O)c(S(C)(=O)=O)s1	-5.5	-4.6	5.7	-3.4	2.6	-0.9	-0.6	1.2	-26.6	-0.4	10.5
CC(C)(C)c1ccc(OCC(=O)NCc2ccco2)cc1	-25.4	10.4	4.2	-3.3	2.1	-63.0	0.8	-1.6	-13.5	-4.2	8.5
CCOC(=O)C1=C(CS(=O)(=O)c2ccccc2)NC(=O)NC1c1ccccc1 (stereo unspecified)	16.0	-2.0	-17.8	2.6	-3.3	20.7	4.8	-0.4	-11.9	-2.0	-7.0
CC1(C)Cc2nc(N3CCCC3)c(C#N)cc2CO1	-1.9	-15.4	-23.2	-20.8	11.2	6.9	8.5	-1.4	13.2	13.3	-3.7
Cc1ccc(N/C=C(\C2OC(=O)c3ccccc32)[N+](=O)[O-])c(C)c1 (stereo unspecified)	16.1	-5.4	-13.0	-5.8	3.1	0.5	1.9	-0.1	0.1	-1.1	-24.7
COc1ccc(C)cc1NC(=O)CN1CCN(S(=O)(=O)c2ccc3ccccc3c2)CC1	-15.0	0.4	11.0	0.7	-5.0	-0.3	0.5	1.5	-14.1	-31.5	0.4
O=C(CN1C(=O)CCSc2ccccc21)Nc1ccc(F)cc1	9.6	1.8	-1.9	14.8	6.7	9.9	-0.4	-2.0	-3.9	6.4	3.1
CCN(C(=O)CN1C(=O)CN(C)C1=O)c1cccc2ccccc12	10.9	7.3	-1.2	17.4	3.4	-5.7	.	-1.7	-5.3	-3.8	-2.9
O=C(Cc1ccc(S(=O)(=O)N2CCOCC2)s1)Nc1ccccc1N1CCCC1	-8.5	-10.3	11.4	15.1	5.8	12.2	1.4	-0.3	15.0	1.7	-20.7
CCOC(=O)c1sc(NC(=O)Nc2cccc(Cl)c2)cc1C	-123.6	55.0*	23.8	-59.7	-63.5*	-303.1	12.0	-3.1	-72.0	-18.2	60.1*
Cc1cc(OCC(O)CN2CCN(c3ccccn3)CC2)cc(C)c1Cl (stereo unspecified)	3.9	-5.0	-9.1	-14.4	4.9	13.5	-2.4	-0.3	-3.4	-8.4	0.8
CC1CC(C)CN(C(=O)c2ccc3nc[nH]c3c2)C1 (stereo unspecified)	3.8	-1.9	5.9	-4.0	17.1	-1.2	-1.1	-0.2	-0.3	-1.4	-19.6
CCOC(=O)c1ccc(N2CN=C3SCC(=O)N3C2)cc1	-15.9	-3.9	-5.7	-5.6	-21.0	9.6	0.7	-1.2	-31.9	-15.2	-8.5
O=C1ON=C(c2ccccc2)/C1=C\c1ccco1	10.8	-32.7	6.4	-2.4	-6.1	11.2	4.7	-0.1	2.7	-1.1	0.7
CCS(=O)(=O)Nc1ccc(-c2nnc(SCC(=O)c3ccc(NC(C)=O)c(OC)c3)o2)cc1	10.2	-9.6	-5.6	-2.4	-0.4	9.8	-24.6	-2.0	-12.3	1.4	6.6
CCn1c(SCC(=O)NCc2ccccc2)nc2ccccc2c1=O	14.2	-12.5	14.9	-8.1	-0.7	14.5	2.7	1.3	1.5	0.2	-15.1
Cc1ncc(CN2CCCC(CCC(=O)NCc3ccccc3F)C2)s1 (stereo unspecified)	3.4	0.1	8.4	-0.9	3.7	17.7	-0.1	-0.4	-18.9	11.3	-4.7
O=C1CSC(c2cccnc2)N1C1CCCCC1 (stereo unspecified)	4.2	12.0	-4.1	0.0	8.4	17.4	1.4	-1.6	-12.4	-3.8	-16.3
CCNC(=S)Nc1ccc2cn[nH]c2c1	13.7	-3.7	11.9	16.7	-0.6	5.4	2.6	0.0	0.1	-3.8	-1.8
CC1=C(C(=O)N(C(C)C)C(C)C)CC(CC(=O)NC2CC2)C(=O)N1Cc1ccc(F)cc1 (stereo unspecified)	5.3	-12.8	-8.4	.	3.1	8.1	.	0.5	11.5	.	2.9
O=C(CSc1nc2cccnc2n1Cc1ccccc1)N1CCCC1	11.5	-13.6	-5.0	5.9	-12.2	6.6	1.9	0.3	-7.2	-10.0	5.6
c1ccc(Nc2c(-c3ccco3)nc3ccccn23)cc1	-31.2	5.8	-3.2	-2.1	-3.6	-57.1	5.0	-0.3	-48.1	-0.2	-29.5
O=S(=O)(Nc1ccc(N2CCOCC2)cc1)c1cc(Cl)ccc1Cl	4.0	-11.7	-7.6	-10.9	-3.6	-18.1	-0.9	0.1	23.7	-14.9	10.6
NC(=O)c1ccc(CN2CCC(Cc3ccccc3)CC2)cc1	4.6	10.2	-2.6	-0.3	-3.5	13.0	-2.2	-0.4	-15.8	8.7	11.1
CCCOC(=O)c1ccc(Nc2nc(C)cc(=O)[nH]2)cc1	-7.8	6.7	3.8	8.6	1.9	-21.5	-2.3	5.3	20.5	-3.5	18.7
COC(=O)c1cc(S(=O)(=O)N2CCCCCC2)cn1C	-14.4	1.5	-4.8	4.8	-0.1	10.7	7.1	0.4	-0.1	-7.1	0.9
Cn1c(=O)c2c(nc(CN3CCCCC3)n2Cc2c(F)cccc2Cl)n(C)c1=O	8.3	8.8	3.2	.	3.1	3.4	-0.6	0.0	-7.1	-8.8	-10.3
Clc1ccc(-c2nc(N3CCOCC3)nc3ccccc23)cc1	-2.0	12.7	24.1	1.0	-10.3	13.9	0.7	-0.3	-1.6	1.3	30.0
Cc1nc2cc(F)ccc2n1C1CCN(C(=O)c2c(F)cccc2F)CC1	9.5	15.3	32.7	-8.3	19.3	25.3	-0.2	-2.4	-7.3	5.9	-8.4
Cc1cc(C)nc(SCc2ccc(Br)cc2)n1	-8.8	-15.7	4.9	1.6	-4.0	-7.5	-0.5	-0.4	-10.2	3.0	-5.0
CN(/C(=N/S(=O)(=O)c1cccs1)c1ccccc1)c1ccc(O)cc1	12.2	6.7	-28.9	1.2	-1.6	8.1	0.7	-0.1	2.7	-5.3	3.6
CCOC(=O)N1CCC(N(CCN(C)C)C(=S)Nc2cccc(SC)c2)CC1	4.4	-6.3	15.1	3.9	20.8	15.7	-3.6	0.0	-1.5	6.9	4.2
O=C(Nc1nc2ccccc2s1)NC1CCCCC1	-247.0	28.8	-91.7	-82.8	2.2	-258.9	1.7	-0.5	-85.0	-31.5	6.9
CCN(CC)CCNC(=O)CSc1c2c(nc3cc(Cl)ccc13)CCCC2	78.2*	-1.8	84.4	-22.2	-9.8	12.7	4.0	-3.1	12.3	8.4	15.1
CSC1=NC(C)(C)CC2(C)Nc3ccccc3N12 (stereo unspecified)	0.7	-7.2	-3.6	19.4	1.2	17.6	2.6	4.5	16.9	0.8	2.0
CC(C)(C)c1ccc(OCc2ccc(C(=O)N/N=C/c3ccc([N+](=O)[O-])cc3)o2)cc1	-10.1	10.2	-41.4	-35.5	-6.5	-67.9	-1.0	-0.8	-146.8	-42.2	-2.5
CCCN1CCN(c2ccc(S(N)(=O)=O)cc2[N+](=O)[O-])CC1	-4.7	-8.5	6.0	-0.1	2.9	6.8	3.1	-0.5	4.7	1.3	1.0
COc1ccc(-n2ncc3c(NCc4ccccn4)ncnc32)cc1	-232.7	-2.9	-6.2	-26.3	-1.5	-171.6	-4.4	-1.5	-47.6	-18.3	-11.1
CCCc1nnc(NC(=O)c2cc(OC)cc(OC)c2)s1	-15.8	-5.6	1.9	-14.5	15.1	-22.7	0.1	-1.7	0.8	0.9	-24.2
O=C(Cn1c2ccc(F)cc2c2nc3n(c(=O)c21)CCS3)Nc1ccccc1C(F)(F)F	8.9	-9.5	-23.6	3.0	6.2	17.9	-6.0	-0.2	-28.8	1.6	1.4
CCOC(=O)C1=C(C)Nc2ccccc2N=C1NC(=O)c1cccc(S(=O)(=O)NCc2ccccc2)c1	9.9	5.6	2.2	14.1	-49.7	18.4	-4.5	1.9	0.9	-2.4	32.1
COCCn1c(C)cc(/C=N/NC(=O)c2cc3ccccc3cc2O)c1C	-108.1	4.5	-21.8	-12.3	-7.3	-67.5	6.2	0.3	-31.8	-3.2	34.3
COc1ccc(C(=O)N2CCN(c3nc4ccccc4o3)CC2)cc1OC	5.2	2.4	-2.8	15.3	-25.6	2.2	0.2	0.7	5.6	21.4	6.1

Shown bar-delimited: two of the compounds above
Compound | Peg3 promoter | TRAIL sens C8 | Shn3 3UTR inh | TRPM1 prom inh | KKLEB tox | HIF-2a block | NR2E3 ag-1 | iPSC survival up | NR2E3 ag-2 | LMP1 NFkB inh | CF NFkB block
CCOC(=O)C1=C(C)Nc2ccccc2N=C1NC(=O)c1cccc(S(=O)(=O)NCc2ccccc2)c1 | 9.9 | 5.6 | 2.2 | 14.1 | -49.7 | 18.4 | -4.5 | 1.9 | 0.9 | -2.4 | 32.1
CCCc1nnc(NC(=O)c2cc(OC)cc(OC)c2)s1 | -15.8 | -5.6 | 1.9 | -14.5 | 15.1 | -22.7 | 0.1 | -1.7 | 0.8 | 0.9 | -24.2
